p53 reactivator: restores transcriptional activity of mutant p53; H1299 p53-A138V BP100-luciferase reporter, luminescence, 24 h; Potency, µM (doses to about 92.2 µM), inactives show at the top dose activity change, positive = activation, most hits filed as activators; 320,000 tested, 0.063% active; further: % of control where 0% means no effect; nearly all actives have a fitted effect of over 45% in size
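p53-null H1299 cells stably carrying temperature-sensitive p53-A138V and a BP100-luciferase reporter were pinned with compounds (4-point, 1:5 series) and held 24 hrs at 37 deg C. Luminescence was read 10 min after detection reagent.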
VP16 counter: inhibits Gal4-VP16 luciferase reporter, ROR gamma counter-screen | Potency, µM (series often up to 53.6 µM), for inactives: at the highest dose activity, negative = inhibition, actives largely listed as inhibitors | 310,000 tested, 3.5% active | Drosophila S2 Gal4-VP16 UAS-luciferase, luminescence, 20 h | AID 2546;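 further: Gal4-VP16 expression switched on by copper sulfate through the metallothionein promoter; on the % scale 0 is the no-effect control and ±100 the full control effect; nearly all actives have a fitted effect of over 50% in size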
BRCA1 expr act: BRCA1 expression activation; 380,000 tested, 1.1% active; AID 624202; Potency, µM (highest dose often 46.1 µM), inactives show at the highest dose activation, actives largely listed as activators; MCF7-BRCA1-FFLuc reporter, luminescence, 48 h; response scale: scaled: vehicle 0%, 10 µM genistein 100%; further: nearly all actives have a fitted effect of over 80% in size; some results filed as inactive show a strong effect at the top dose
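Cells: MCF7-BRCA1-FFLuc, 2000/well. Exposure: 48 h, 37 °C, 5% CO2. Read: luminescence, 15 min post-substrate. Controls: genistein 10 microM (maximal activation), DMSO (neutral).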
ELG1 genotoxic: induces genotoxicity in HEK293T cells with luciferase-tagged ELG1; AID 504466; Potency, µM (series often up to 46 µM), inactives show top-dose activity change, positive = activation, actives largely listed as activators; 330,000 tested, 1.3% active; HEK293T ELG1-luciferase reporter, luminescence, 16 h; further: % of control where 0% means no effect; nearly all actives have a fitted effect of over 60% in size
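Step 1: seed 2,000 HEK293T ELG1-luciferase cells per well. Step 2: add compound or DMSO, incubate 16 hr at 37 °C. Step 3: ONE-Glo, 30 min at room temperature, read luminescence.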
FLuc modulator: inhibits or activates purified firefly luciferase, miR-21 counter-screen; P08659; purified FLuc, Km substrates, luminescence inhibition; Potency, µM (series often up to 57.5 µM), without a hit: at the top dose activity change, negative = inhibition, hits mostly inhibitors; 360,000 tested, 6.9% active;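 further: plate controls were vehicle for no effect and reference inhibitor for full effect; nearly all actives have a fitted effect of over 55% in size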
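Purified P. pyralis luciferase (10nM final) with 10uM D-luciferin and 10uM ATP (Km levels) in 50mM Tris acetate pH 7.5, 10mM Mg acetate, 0.01% Tween-20, 0.05% BSA; qHTS 6-point titration, ~60 µM downward; luminescence read.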
NPC1 prom act: NPC1 promoter activation; Potency, µM (doses to about 9.22 µM), for inactives: at the highest dose activation, most hits filed as activators; Huh7 NPC1 promoter luciferase reporter, 24 h; 320,000 tested, 2.4% active;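 further: % of control where 0% means no effect; nearly all actives have a fitted effect of over 60% in size; reporter is driven by a mutant NPC1 promoter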
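Luciferase expression driven by the NPC1 promoter was measured in stably transfected Huh7 cells after a 24 h compound incubation, using a luciferase reagent and a luminescence read.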
CXXC DNA block: inhibitors of human MLL CXXC domain-DNA interaction. Q03164. 290,000 tested, 0.037% active. Potency, µM (highest dose often 115 µM), without a hit: top-dose activity change, negative = inhibition, usual class: inhibitors. MLL-CXXC / FITC-HOXA9 DNA fluorescence polarization; active means well fitted inhibition curve with a large enough effect in the polarisation, with a control signal flat, not every such curve was filed as active; inconclusive means small, poorly fitted or top-dose-only effect, or effect the other way, or a change in a side signal; inactive means no such curve, though single readings can be large or run the other way; the % refers to the polarisation
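Purified MLL-CXXC (added from a 7 uM solution) was preincubated 5 min at ambient with pinned compounds in 50 mM Tris-HCl pH 7.5, 50 mM NaCl, 1 mM DTT, 0.05% BSA. Fluorescein-labeled HOX-A9 DNA (50 nM solution) followed, 30 min, then polarization read.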
uPA generation: inhibitors of cell surface uPA generation | cell surface uPA generation assay, qHTS | Potency, µM (series often up to 38.3 µM), inactives show at the top dose activity change, negative = inhibition, actives largely listed as inhibitors | 330,000 tested, 0.31% active; active means well fitted inhibition curve with a large enough effect; inconclusive means small, poorly fitted or top-dose-only effect; inactive means no such curve, though single readings can be large or run the other way; tested in mouse RAW 264.7 cells; further: on the % scale 0 is the no-effect control and ±100 the full control effect; nearly all actives have a fitted effect of over 55% in size
RORgamma inh: blocks mouse ROR gamma transcriptional activity; Potency, µM (top dose mostly 53.6 µM), inactives show top-dose activity change, negative = inhibition, hits mostly inhibitors; Drosophila S2 Gal4-RORgamma UAS-luciferase reporter, 20 h; 310,000 tested, 5.4% active; P51450; further: on the % scale 0 is the no-effect control and ±100 the full control effect; nearly all actives have a fitted effect of over 60% in size
Target sequence (P51450 whole entry, looked up, the tested form may be a part): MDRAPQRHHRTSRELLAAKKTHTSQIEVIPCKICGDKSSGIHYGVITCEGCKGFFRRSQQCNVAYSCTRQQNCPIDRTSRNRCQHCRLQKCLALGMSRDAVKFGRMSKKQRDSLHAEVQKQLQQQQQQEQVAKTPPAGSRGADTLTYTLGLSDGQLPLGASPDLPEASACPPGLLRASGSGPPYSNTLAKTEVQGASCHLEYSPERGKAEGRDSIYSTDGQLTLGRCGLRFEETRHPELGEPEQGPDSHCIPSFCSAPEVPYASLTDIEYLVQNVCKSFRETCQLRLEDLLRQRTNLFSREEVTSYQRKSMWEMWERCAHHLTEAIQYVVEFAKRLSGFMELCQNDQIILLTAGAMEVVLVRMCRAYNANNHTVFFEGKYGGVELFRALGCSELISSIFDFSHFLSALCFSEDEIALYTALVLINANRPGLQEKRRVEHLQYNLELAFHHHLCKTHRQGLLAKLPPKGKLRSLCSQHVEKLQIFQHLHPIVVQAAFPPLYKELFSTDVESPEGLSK
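Drosophila Schneider cells stably carrying a metallothionein-driven Gal4 DBD–ROR gamma fusion and a UAS-Photinus luciferase reporter were exposed to compound for 1 hr, then induced with copper sulfate (700 uM final) for 20 hr at ambient temperature before luminescence reading.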
Rab9 promoter act: Rab9 promoter activation; Huh7 Rab9 promoter-luciferase reporter, luminescence, 24 h; Potency, µM (highest dose often 9.22 µM), inactives show at the highest dose activation, negative = inhibition, most hits filed as activators; 320,000 tested, 2.8% active; AID 485297; further: % of control where 0% means no effect; nearly all actives have a fitted effect of over 60% in size
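Cells were plated at 1500 per well in reduced-serum medium with 10% FBS and left 2 h. Compound in DMSO was then added for 24 h at 37 °C. Reporter signal was read by luminescence after 10 min with luciferase detection reagent.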
MBNL1 CUG block: inhibitors of human MBNL1 binding to CUG repeat RNA. Q9NR56. TR-FRET MBNL1-His/biotin-(CUG)12 binding, 665/545 ratio. Potency, µM (highest dose often 57.5 µM), for the others: top-dose activity change, negative = inhibition, most hits filed as inhibitors. 280,000 tested, 0.036% active. AID 2675; active means well fitted inhibition curve with a large enough effect in the signal ratio, with a control signal flat, not every such curve was filed as active; inconclusive means small, poorly fitted or top-dose-only effect, or effect the other way, or a change in a side signal; inactive means no such curve, though single readings can be large or run the other way; the % refers to the signal ratio; further: on the % scale 0 is the no-effect control and ±100 the full control effect
Target sequence (Q9NR56 whole entry, looked up): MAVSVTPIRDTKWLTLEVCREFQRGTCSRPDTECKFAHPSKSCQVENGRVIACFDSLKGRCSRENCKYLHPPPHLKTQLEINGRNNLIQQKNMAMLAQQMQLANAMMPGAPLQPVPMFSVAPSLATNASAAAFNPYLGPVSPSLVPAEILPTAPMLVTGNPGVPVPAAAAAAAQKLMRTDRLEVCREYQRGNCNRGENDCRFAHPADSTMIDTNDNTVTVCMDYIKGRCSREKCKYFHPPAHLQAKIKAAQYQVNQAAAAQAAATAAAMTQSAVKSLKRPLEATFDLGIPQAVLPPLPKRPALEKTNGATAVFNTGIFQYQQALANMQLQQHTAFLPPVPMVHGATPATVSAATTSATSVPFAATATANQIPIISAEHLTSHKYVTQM
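Compounds (final 92 nM to 58 uM) are added to His-tagged MBNL1 and biotin-(CUG)12, then terbium anti-His antibody and streptavidin-XL665 (5 nM final). After 60 min at room temperature, the 665/545 nm ratio is read.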
* marks the source's active call; other numbers are inactive results; ? = inconclusive; / = no result given; & = joins results of further samples; [ ] = remark or other dose. Unless noted, the call rests on the fitted dose curve; in most records, active means well fitted curve in the direction sought with a large enough effect; inconclusive means small, poorly fitted or top-dose-only effect, or another doubt; inactive means no such curve, though single readings can be large; an effect the other way counts as inactive or inconclusive. Potency means the concentration at half of the fitted maximal effect. An excerpt; rates above refer to the full screens.

Screens in order – p53 reactivator	VP16 counter	BRCA1 expr act	ELG1 genotoxic	FLuc modulator	NPC1 prom act	CXXC DNA block	uPA generation	RORgamma inh	Rab9 promoter act	MBNL1 CUG block
1: CN(C)C(=O)N(CCCN1CCOCC1)Cc1cccc2ccccc12
→ 2%	-3%	0%	-1%	-1%	-7%	3%	-7%	20%	-16%	-5%
2: Cc1cc(=O)cc(C)n1-c1ccc(F)cc1F
→ 2%	-9%	5%	0%	3%	-3%	-16%	21%	-3%	-3%	?
3: CC(C)(C)OC(=O)N[C@@H](C(=O)OC(C)(C)C)c1ccc2c(c1)OCO2
→ 19%	/	2%	-3%	-4%	-4%	/	7%	/	2%	/
4: O=C(Cc1ccccc1)NNC(=S)NC(=O)c1cccs1
→ 10%	2%	-83%[inhibitor]	4%	0%	-2%	-6%	-1%	?	-1%	-11%
5: CC(=O)Nc1ccc(SCC(=O)c2cc(C)n(-c3ccccc3F)c2C)cc1
→ 34%	0%	-16%	?	6µM*	?	2%	-2%	28%	23%	-7%
6: NC(=O)C[C@@H]1NC(=O)[C@H](CCC(=O)O)NC(=O)c2cc([N+](=O)[O-])cc(I)c2OCC[C@@H](C(N)=O)NC1=O
→ 0%	19%	8%	0%	2%	1%	3%	-7%	3%	-1%	?
7: O=C(O)CSc1c2c(nc3cc(C(=O)N4CCOCC4)ccc13)CCCC2
→ 4%	-11%	0%	0%	7%	-4%	-5%	/	5%	-6%	17%
8: CCC1CN(C(=O)Nc2ccc(C)cc2)c2cc(C)ccc2O1 (configuration not stated)
→ -1%	-3%	11%	0%	-1%	-1%	1%	6%	7%	0%	-9%
9: Cc1ccc(-c2nc(-c3ccncc3)no2)cc1
→ ?	?	?	3.7µM*	1.7µM*	0.89µM*	0%	4%	14µM*	1µM*	-7%
10: O=S(=O)(NCC1CCCO1)c1ccc(Oc2ccccc2)cc1 (configuration not stated)
→ 6%	?	-41%	-5%	0%	-1%	5%	/	15%	-7%	-5%
11: CC(C)(C)NC(=O)NC(=O)COC(=O)CNC(=O)C1CCCCC1
→ -5%	12%	-8%	2%	0%	-1%	-1%	3%	-15%	3%	-2%
12: COC(=O)CSc1[nH]c(=O)cc(C)c1C#N
→ 6%	3%	-19%	1%	4%	2%	-4%	6%	-22%	10%	-1%
13: C/C(=N\NC(=O)C1(C)CC1(Br)Br)c1cccc(NC(=O)c2ccc(C)o2)c1 (configuration not stated)
→ -49%[inhibitor]	?	-76%	-20%	-14%	-5%	-7%	12%	?	2%	-1%
14: Cc1cc(C(=O)CSc2nn3c(=O)c(C(C)(C)C)nnc3s2)c(C)n1C
→ 3%	-7%	-8%	0%	-5%	0%	-5%	-1%	7%	-1%	-1%
15: CCc1nc(C)cn1S(=O)(=O)c1cc(Br)c(C)cc1OC
→ 4%	-93%	-30%	7%	-1%	1%	-9%	-3%	-111%	-4%	?
16: COc1ccc(-c2cn(-c3ccccc3)nc2CO)cc1
→ ?	12%	?	6%	?	24%	5%	-2%	?	?	-1%
17: Cc1nc(SCC(=O)Nc2nccs2)c(C#N)c(C)c1C
→ 41%	/	-55%	?	1.1µM*	?	/	1µM*	/	0.56µM*	/
18: CCCCN1C(=O)N(C)C2NC(=O)NC21 (configuration not stated)
→ 0%	7%	-10%	0%	6%	3%	10%	-4%	-19%	1%	?
19: Cc1ccccc1/C=C\c1nc(O)c([N+](=O)[O-])c(=O)[nH]1
→ 2%	-1%	0%	-3%	?	-3%	5%	12%	21%	0%	11%
20: O=C(CN(CC1CCCO1)C(=O)CNS(=O)(=O)c1ccc(Cl)cc1)NC1CCCCC1 (configuration not stated)
→ 0%	3%	6%	14%	1%	-6%	22%	4%	1%	-2%	2%
21: Cc1ccc(CNC(=O)c2ccc(Cl)cc2[N+](=O)[O-])cc1
→ 3%	11%	1%	3%	-2%	-4%	10%	3%	20%	-1%	?
22: CCN(C(=O)CSc1nnc(-c2cccs2)o1)C1CCS(=O)(=O)C1 (configuration not stated)
→ 3%	-3%	-5%	3%	2%	0%	1%	7%	17%	-1%	-6%
23: Cc1cccc(C)c1NC(=O)C/C(N)=N/O
→ -5%	-3%	-1%	-2%	5%	-3%	2%	7%	-1%	2%	-5%
24: CCOC(=O)N1CCN(c2nc(-c3ccccc3)c3ccccc3n2)CC1
→ -5%	8%	-28%	-3%	0%	-3%	-1%	6%	4%	-7%	0%
25: CN(C)/C=C1/C(=O)N(c2ccc([N+](=O)[O-])cc2)N=C1c1ccccc1
→ ?	?	/	?	7.6µM*	?	-4%	/	?	?	?
26: CCN1CCN(CCNC(=O)CCCn2nc(C)c3c(C)n(-c4ccc(C)cc4)nc3c2=O)CC1
→ 6%	-17%	5%	6%	-1%	-5%	40%[activator]	-1%	1%	-8%	4%
27: CCc1cccc(C)c1NC(=O)CCNC(=O)c1cccc(C)c1
→ -2%	-3%	-2%	-1%	0%	-1%	1%	0%	-39%	1%	-4%
28: C/C(=N\NC(=O)c1nnn(-c2nonc2N)c1C)c1ccc(OCc2ccccc2)cc1
→ ?	14%	?	15%	-3%	16%	3%	7%	13%	-3%	-18%
29: C/C(=N\O)c1ccccc1C(=O)O
→ -4%	-3%	-3%	-2%	-1%	2%	1%	4%	26%	-6%	15%
30: O=C(c1cccc(S(=O)(=O)Nc2ccc(F)cc2)c1)N1CCCC1
→ 1%	/	-15%	1%	6%	1%	/	-6%	/	-5%	/
31: CCOC(=O)COc1ccc(S(=O)(=O)NC2CC2)cc1
→ 7%	-4%	0%	0%	3%	-3%	1%	-2%	-3%	1%	2%
32: CCN(CC)CCC(c1cc(OC)c(OC)c(OC)c1)c1c(OC)cc(OC)c2ccc(=O)oc12 (configuration not stated)
→ -1%	-3%&-11%	7%	10%	1%	-1%	-1%	-6%	16%&-26%	1%	-5%
33: CCNC(=S)NNC(=O)c1cc(Br)cs1
→ 5%	-10%	10%	-1%	-11%	2%	-12%	1%	-13%	8%	9%[11.5 µM]
34: CCn1c(CNC(=O)c2cccc(C)c2)nnc1SCC(=O)Nc1cccc(OC)c1
→ -5%	-7%	-3%	3%	-13%	1%	-3%	-1%	14%	0%	-7%
35: CCCCCCC(=O)Oc1ccc(N2C(=O)CCC2=O)cc1
→ 1%	-1%	-9%	-8%	6%	1%	265%[activator]	3%	3%	-4%	-7%
36: CCOc1ccccc1NC(=O)CSc1nc(N)c(C#N)cc1C#N
→ 0%	3%	-63%	12%	3%	10%	19%	-2%	-18%	2%	?
37: CCOC(=O)c1cc2c(ccn2C)n1Cc1ccc(C#N)cc1
→ -1%	17%	16%	0%	-1%	0%	8%	10%	-1%	15%	7%
38: COc1ccc(NS(=O)(=O)c2cccc(C(=O)NCCCN3CCOCC3)c2)cc1
→ 13%	/	0%	-3%	1%	-1%	/	13%	/	-18%	/
39: CC(=O)N(O)CCCCCNC(=O)CCC(=O)N(O)CCCCCNC(=O)CCC(=O)N(O)CCCCCN
→ 26%	4%	-52%&-64%	?	3%	-7%	8%	-18%	-2%	-16%	7%
40: Nc1nc(SCc2cccc(Br)c2)n[nH]1
→ ?	-7%	-2%	2%	-1%	1%	-5%	?	-11%	-3%	0%
41: CCn1c2ccc(Cl)cc2c2nc3ccccc3nc21
→ -9%	-9%	-52%	0%	?	-5%	-10%	/	-36%	7%	20%
42: Cc1ccc(S(=O)(=O)NNC(=O)c2cnn(-c3ccccc3)c2-n2cccc2)cc1
→ -1%	7%	1%	-4%	3%	-5%	18%	1%	-1%	1%	-14%
43: COc1ccccc1N1CCN(C(=O)c2nn(C)c3c2CS(=O)(=O)c2ccccc2-3)CC1
→ -9%	3%	-22%	-2%	?	0%	-6%	1%	-1%	-4%	-3%
44: CC1C/C(=C/c2cccs2)C(=O)/C(=C/c2cccs2)C1 (configuration not stated)
→ 2%	20%	-78%	0%	?	-1%	7%	0%	26%	8%	9%
45: Cc1ccc(OCC(=O)OCCN2C(=O)c3ccccc3C2=O)cc1C
→ 8%	0%	-1%	-4%	-2%	-4%	-1%	-1%	3%	1%	10%[11.5 µM]
46: CC(C)(C)n1[nH]c2c3c(ccc2c1=O)C(=O)c1ccccc1C3=O
→ ?	-19%	-76%	-3%	-4%	5%	6%	-2%	?	0%	?
47: O=C(CC1C(=O)NCCN1Cc1cccc(F)c1)NCCCN1CCCC1=O (configuration not stated)
→ 1%	1%	-20%	4%	-3%	6%	-5%	2%	-27%	0%	13%
